Rac1 wt modul = wildtype Rac1 GTP binding modulators, primary screen, biochemical, GST-Rac1 beads, flow cytometry, multiplex. Ras-related C3 botulinum toxin substrate 1 (Homo sapiens), P63000. fluorescent GTP binding; actives lie on both sides; 0 = cold GTP competed, 100 = untreated. GTP binding activity (% of control), % at 10 µM. hit rate 0.27% among 190,000;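 active = GTP binding activity at least 20 points away from the 100% control level, either lower or higher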
RGS8-Gao = RGS8-Galphao binding modulators, primary screen, biochemical, multiplexed bead flow cytometry; Guanine nucleotide-binding protein G(o) subunit alpha (Homo sapiens), P09471; actives lie on both sides; response (percent of control binding), % at 10 µM; hit rate 0.34% among 220,000; in the data active = response below about 60% or above about 140%; inactive = in between;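 note: Galphao activated as the GDP aluminium fluoride complex binding bead-coupled RGS8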
Target sequence (P09471 whole entry, looked up): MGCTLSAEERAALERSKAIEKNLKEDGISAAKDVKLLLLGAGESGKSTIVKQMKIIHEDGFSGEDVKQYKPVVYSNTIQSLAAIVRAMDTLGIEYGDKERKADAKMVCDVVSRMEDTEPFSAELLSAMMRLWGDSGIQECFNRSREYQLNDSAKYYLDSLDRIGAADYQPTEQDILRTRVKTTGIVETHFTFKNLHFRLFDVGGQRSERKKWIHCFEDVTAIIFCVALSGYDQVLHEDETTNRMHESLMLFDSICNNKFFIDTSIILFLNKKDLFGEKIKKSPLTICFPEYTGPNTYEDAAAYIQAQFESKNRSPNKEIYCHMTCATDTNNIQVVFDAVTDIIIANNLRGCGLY
Rab7 wt GTP bind = modulators of GTP binding to Rab7, primary screen, biochemical, wildtype, multiplex bead flow cytometry; GTP binding activity (percent of control), % at 10 µM; GST-Rab7 beads, fluorescent GTP binding; actives lie on both sides; untreated = 100%, excess cold GTP = 0%; AID 758, 2007; hit rate 0.055% among 190,000; Rab7 GTPase wild type (dog), Bodipy-FL-GTP binding;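 active = fluorescent GTP binding to Rab7 beads changed by at least 20 points from the 100% baseline, either direction, mostly lower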;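 note: median green fluorescence of bound Bodipy-FL-GTP per Rab7 bead population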
Rac1 act GTP bind = GTP binding modulators of activated mutant Rac1, primary screen, biochemical, bead-based flow cytometry, multiplex, fluorescent GTP; hit rate 0.11% among 190,000; percent activity (GTP binding), % at 10 µM; GST-Rac1 activated beads; actives lie on both sides; 100% means binding = to untreated wells; Ras-related C3 botulinum toxin substrate 1 (Homo sapiens), P63000;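 active = GTP binding at least 20 percentage points away from the 100% baseline, in either direction, so actives lie on both sides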
Mcl-1 Bim block = inhibitors of Bim peptide binding to Mcl-1, primary screen, biochemical, bead-based flow cytometry, multiplex | Induced myeloid leukemia cell differentiation protein Mcl-1 (Homo sapiens), Q07820 | Bim peptide-Mcl-1 binding | inhibition, % at 10 µM | hit rate 0.1% among 190,000 | AID 1009, 2008; in the data active = inhibition above about 40%;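 note: 0% = no compound tracer wells and 100% = peptide blocker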
Target sequence (Q07820 whole entry, looked up): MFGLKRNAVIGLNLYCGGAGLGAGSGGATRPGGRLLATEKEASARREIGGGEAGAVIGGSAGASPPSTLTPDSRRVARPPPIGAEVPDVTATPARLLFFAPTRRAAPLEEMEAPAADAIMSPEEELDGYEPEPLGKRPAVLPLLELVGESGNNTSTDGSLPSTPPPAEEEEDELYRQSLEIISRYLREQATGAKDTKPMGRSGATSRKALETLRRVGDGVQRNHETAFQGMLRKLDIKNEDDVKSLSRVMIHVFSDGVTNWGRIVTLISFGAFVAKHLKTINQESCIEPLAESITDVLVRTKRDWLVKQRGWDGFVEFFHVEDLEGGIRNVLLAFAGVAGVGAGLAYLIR
HRas wt GTP bind = modulators of GTP binding to HRas wildtype, primary screen, biochemical, bead-based flow cytometry, multiplex; AID 759, 2007; hit rate 0.14% among 190,000; GTP binding activity, % at 10 µM; GTPase HRas (Homo sapiens), P01112; GST-Ras wt beads, Bodipy-FL-GTP binding; actives lie on both sides;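 active = GTP binding activity at least 20% away from the 100% baseline, either lowered as inhibitor or raised as activator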;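 note: 0% = unlabeled GTP competition control and 100% = no-compound control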
Target sequence (P01112 whole entry, looked up): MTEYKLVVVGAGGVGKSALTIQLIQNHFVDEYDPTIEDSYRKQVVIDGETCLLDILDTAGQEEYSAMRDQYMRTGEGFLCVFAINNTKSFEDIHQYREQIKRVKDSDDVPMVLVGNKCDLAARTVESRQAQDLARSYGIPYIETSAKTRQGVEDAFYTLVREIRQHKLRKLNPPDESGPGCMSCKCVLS
Rab2A wt mod = modulators of GTP binding to Rab2A wildtype, primary screen, biochemical, dog, bead-based flow cytometry, multiplex; Ras-related protein Rab-2A (Canis lupus familiaris), P61105; GST-Rab2 wt beads, Bodipy-GTP binding; GTP binding activity, % at 10 µM; AID 760, 2007; hit rate 0.19% among 190,000;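 active = GTP binding activity at least 20 points away from 100%, either lowered or raised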;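 note: 0% = beads with excess unlabeled GTP and 100% = no-compound control corrected for plate trend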
Mcl1-Noxa inh = Mcl-1/Noxa binding inhibitors, primary screen, biochemical, TR-FRET, 1536-well; AID 1022, 2008; TR-FRET Mcl-1/Noxa peptide binding, 2 h; hit rate 1.5% among 220,000; Induced myeloid leukemia cell differentiation protein Mcl-1 (Homo sapiens), Q07820; inhibition, % at 21.7 µM;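 active = compounds that cut the protein-peptide binding signal by more than 50% relative to plate controls in a single-dose test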;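 note: His-tagged Mcl-1 with rhodamine Noxa BH3 peptide and terbium anti-His antibody; 0% = Mcl-1 plus Noxa peptide wells and 100% = peptide-only wells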
Pf gametocyte = late stage P. falciparum gametocyte viability inhibitors, primary screen, ATP luminescence, HTS. P. falciparum stage V gametocytes, 24 h. inhibition, % at 10.9 µM. hit rate 0.065% among 150,000;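 active = inhibition above the mean plus 3 SD of compounds within the control limits, set per campaign, cut at about 38% in these data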;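 note: 0% = DMSO wells and 100% = medium only without gametocytes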
Mcl1-Bid inh = Mcl-1/Bid binding inhibitors, primary screen, biochemical, TR-FRET, 1536-well; Induced myeloid leukemia cell differentiation protein Mcl-1 (Homo sapiens), Q07820; TR-FRET Mcl-1/Bid-Dy647 peptide binding; inhibition, % at 21.7 µM; hit rate 0.97% among 220,000; AID 1021, 2008;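 active = compounds that cut the binding signal by more than half at the single screening dose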;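 note: His-tagged Mcl-1 with europium anti-His antibody binding Bid BH3 peptide; 0% = Mcl-1 plus peptide wells and 100% = peptide-only wells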
Cdc42 wt GTP = modulators of GTP binding to wildtype Cdc42, primary screen, biochemical, multiplex bead flow cytometry, Bodipy-GTP | percent activity (GTP binding), % at 10 µM | AID 761, 2007 | GST-Cdc42 beads; actives lie on both sides | hit rate 0.2% among 190,000;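 active = percent activity GTP binding at least 20 points away from the 100% baseline, either down as inhibitor or up as activator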;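 note: median bead fluorescence of bound Bodipy-FL-GTP at 100 nM; 0% = excess unlabeled GTP control and 100% = no compound control; below 100% means less GTP binding so inhibitor and above means activator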
Target sequence (P60953 whole entry, looked up): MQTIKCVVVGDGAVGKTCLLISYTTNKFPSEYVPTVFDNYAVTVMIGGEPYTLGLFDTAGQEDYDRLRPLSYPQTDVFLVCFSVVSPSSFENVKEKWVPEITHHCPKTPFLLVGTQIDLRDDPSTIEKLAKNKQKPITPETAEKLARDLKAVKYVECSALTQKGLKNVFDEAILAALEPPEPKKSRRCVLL
* hit, by the source's call; . = no result given.

SMILES | Rac1 wt modul | RGS8-Gao | Rab7 wt GTP bind | Rac1 act GTP bind | Mcl-1 Bim block | HRas wt GTP bind | Rab2A wt mod | Mcl1-Noxa inh | Pf gametocyte | Mcl1-Bid inh | Cdc42 wt GTP
CCOC(=O)N1CCN(c2cc(=O)n(-c3cccc(C)c3)c(=O)[nH]2)CC1 | 103.0 | 101.5 | 105.0 | 99.0 | -1.0 | 100.0 | 101.0 | 7.2 | 16.7 | -46.6 | 99.0
COc1ccc(/C=N/NC(=O)C[n+]2ccccc2)c(OC)c1 | 100.0 | 103.5 | 94.0 | 94.0 | 1.0 | 95.0 | 95.0 | 4.7 | 0.5 | -4.8 | 96.0
Cc1occc1C(=O)NNC(=O)Nc1ccc(Cl)c(Cl)c1 | 101.0 | 102.2 | 100.0 | 102.0 | 0.0 | 100.0 | 98.0 | 13.3 | -2.0 | 3.4 | 101.0
COc1cccc(-n2c(SC)nnc2-c2c[nH]c3ccccc23)c1 | 100.0 | 94.4 | 96.0 | 96.0 | -5.0 | 99.0 | 100.0 | 25.6 | . | -24.2 | 101.0
CCNC(=S)N1CCNC(=O)C1CC(=O)OC (stereo not given) | 103.0 | 95.9 | 97.0 | 98.0 | 4.0 | 101.0 | 99.0 | -7.6 | -7.7 | -27.4 | 101.0
CCOCCCNC(=O)C(c1ccc(OC)cc1)N(Cc1ccc2c(c1)OCO2)C(=O)c1ccccc1O (stereo not given) | 98.0 | 98.5 | 101.0 | 94.0 | 0.0 | 96.0 | 98.0 | 8.5 | -29.3 | -8.2 | 96.0
CCCOc1ccc(N2CC(C(=O)Nc3ccc4c(c3)OCO4)CC2=O)cc1 (stereo not given) | 98.0 | 110.6 | 102.0 | 92.0 | -2.0 | 97.0 | 92.0 | 2.4 | . | -5.2 | 97.0
C=CCn1c(CCn2c3ccccc3c3ccccc32)n[nH]c1=S | 104.0 | 90.2 | 97.0 | 99.0 | -2.0 | 100.0 | 100.0 | 28.2 | . | -49.4 | 99.0
Cc1nc(P(=O)(c2ccccc2)c2ccccc2)c(N2CCOCC2)o1 | 96.0 | 104.6 | 93.0 | 93.0 | -3.0 | 98.0 | 94.0 | -12.6 | 2.1 | -10.8 | 97.0
COc1ccc(-c2nc(CSCC(=O)NCc3ccco3)c(C)o2)cc1 | 97.0 | 101.1 | 102.0 | 97.0 | -1.0 | 102.0 | 100.0 | 8.4 | . | -28.3 | 100.0
CN1C(=O)CC(N2CCN(C(=O)CN3CCCC3)CC2)C1=O (stereo not given) | 105.0 | 99.4 | 105.0 | 99.0 | -5.0 | 105.0 | 105.0 | 1.5 | 9.3 | 0.6 | 105.0
Cc1ccc(NC(=O)COC(=O)c2cc(C)nc3ccccc23)c([N+](=O)[O-])c1 | 99.0 | 101.6 | 97.0 | 98.0 | 0.0 | 97.0 | 97.0 | -6.9 | 2.7 | 5.9 | 99.0

Filtered by structure: those above containing a furan ring, fused or not
SMILES | Rac1 wt modul | RGS8-Gao | Rab7 wt GTP bind | Rac1 act GTP bind | Mcl-1 Bim block | HRas wt GTP bind | Rab2A wt mod | Mcl1-Noxa inh | Pf gametocyte | Mcl1-Bid inh | Cdc42 wt GTP
Cc1occc1C(=O)NNC(=O)Nc1ccc(Cl)c(Cl)c1 | 101.0 | 102.2 | 100.0 | 102.0 | 0.0 | 100.0 | 98.0 | 13.3 | -2.0 | 3.4 | 101.0
COc1ccc(-c2nc(CSCC(=O)NCc3ccco3)c(C)o2)cc1 | 97.0 | 101.1 | 102.0 | 97.0 | -1.0 | 102.0 | 100.0 | 8.4 | . | -28.3 | 100.0

Later entries.
SMILES | Rac1 wt modul | RGS8-Gao | Rab7 wt GTP bind | Rac1 act GTP bind | Mcl-1 Bim block | HRas wt GTP bind | Rab2A wt mod | Mcl1-Noxa inh | Pf gametocyte | Mcl1-Bid inh | Cdc42 wt GTP
CCc1nnc(NC(=O)c2ccc(S(=O)(=O)N(CC(C)C)CC(C)C)cc2)o1 | 97.0 | 101.9 | 99.0 | 94.0 | -2.0 | 95.0 | 93.0 | -79.3 | -9.6 | -44.9 | 100.0
CCOC(=O)C1=C(CC)Nc2ccccc2N=C1NC(=O)c1ccc(S(=O)(=O)N2CCCC2)cc1 | 100.0 | 98.2 | 98.0 | 96.0 | -3.0 | 97.0 | 96.0 | -8.3 | . | -29.7 | 98.0
COc1ccc(OC)c(S(=O)(=O)N2CCC(C(=O)NC(C)c3ccccc3)CC2)c1 (stereo not given) | 101.0 | 102.1 | 104.0 | 100.0 | 1.0 | 102.0 | 100.0 | -5.1 | -12.3 | -20.5 | 101.0
O=S(=O)(Nc1nc2ccccc2[nH]1)c1ccc(Cl)cc1 | 99.0 | 101.4 | 99.0 | 98.0 | -3.0 | 96.0 | 98.0 | 20.9 | 18.4 | -12.2 | 99.0
O=C(Cn1cc(C(=O)C2CC2)c2ccccc21)NCc1ccc2c(c1)OCO2 | 93.0 | 99.7 | 95.0 | 93.0 | 1.0 | 95.0 | 92.0 | 1.0 | . | -8.5 | 96.0
COc1cccc(-c2noc(-c3ccc(Br)o3)n2)c1 | 103.0 | 105.6 | 105.0 | 96.0 | -1.0 | 99.0 | 100.0 | 6.5 | 18.7 | -19.6 | 99.0
O=C1CCCN1c1ccc(CNS(=O)(=O)c2ccc(F)cc2)cc1 | 95.0 | 101.1 | 96.0 | 95.0 | -1.0 | 97.0 | 96.0 | 0.1 | . | -2.9 | 96.0
Cc1sc(NC(=O)c2ccco2)c(CN2CCN(c3ccc(F)cc3)CC2)c1C | 109.0 | 107.1 | 97.0 | 102.0 | -47.0 | 100.0 | 100.0 | 6.5 | 11.7 | 47.8 | 105.0
C=CCCC(=O)Nc1ccc(Br)cn1 | 100.0 | 83.3 | 97.0 | 99.0 | 1.0 | 97.0 | 97.0 | -1.4 | 33.8 | -14.1 | 99.0
CCN(CC)c1ccc(NC(=O)c2cc3ccccc3o2)c(C)c1 | 96.0 | 101.0 | 100.0 | 95.0 | -2.0 | 98.0 | 97.0 | 50.7* | 25.3 | -12.6 | 97.0
CCc1ccc(-c2nc(SCC(=O)N3CCOCC3)n[nH]2)cc1 | 100.0 | 97.9 | 103.0 | 95.0 | 0.0 | 96.0 | 98.0 | -16.3 | -26.8 | -53.7 | 96.0
COc1ccc(C2=NO[C@@H]3C(=O)N(c4ccc5c(c4)OCCO5)C(=O)[C@H]23)cc1OC | 103.0 | 102.3 | 98.0 | 100.0 | -2.0 | 101.0 | 101.0 | 0.4 | 11.9 | -36.6 | 105.0
Cn1c(SCCCC(=O)c2ccc(Br)cc2)nnc1-c1ccncc1 | 104.0 | 99.4 | 103.0 | 99.0 | -1.0 | 100.0 | 102.0 | 5.9 | 5.5 | -30.0 | 102.0
O=C(COc1ncnc2ccccc12)NCCC1=CCCCC1 | 106.0 | 102.4 | 103.0 | 102.0 | -2.0 | 105.0 | 105.0 | 2.6 | . | -16.3 | 104.0
Cc1ccc(-c2nc3ncccn3c2Nc2ccc3c(c2)OCCO3)cc1 | 102.0 | 102.6 | 96.0 | 97.0 | -3.0 | 98.0 | 97.0 | 25.1 | -19.9 | -6.5 | 101.0
CN(C)C(CNC(=O)c1ccc(S(=O)(=O)NCc2ccco2)cc1)c1ccccc1 (stereo not given) | 101.0 | 105.5 | 98.0 | 101.0 | -2.0 | 99.0 | 101.0 | 23.7 | -17.1 | -33.4 | 102.0
CC1=CC(C)[C@H](/C=N/n2c(=O)[nH]c3c([nH]c4ccc(Br)cc43)c2=O)C(C)C1 (stereo not given in full) | 100.0 | 99.5 | 104.0 | 95.0 | 0.0 | 99.0 | 98.0 | 11.1 | 2.4 | -34.5 | 96.0
CCN1C(=O)CC(N2CCN(c3ccc(OC)cc3)CC2)C1=O (stereo not given) | 101.0 | 107.1 | 106.0 | 96.0 | -1.0 | 103.0 | 103.0 | 22.9 | . | -83.2 | 102.0
Cc1cccc(NC(=O)c2cc(-c3ccc(C)s3)nc3ccccc23)n1 | 104.0 | 104.4 | 102.0 | 99.0 | -1.0 | 103.0 | 101.0 | 14.9 | 19.6 | -9.3 | 100.0
COC(=O)c1[nH]c2ccc(Br)cc2c1NC(=O)C(C)N1CCN(C2CCCCC2)CC1 (stereo not given) | 107.0 | 100.6 | 105.0 | 101.0 | 0.0 | 103.0 | 104.0 | 15.8 | . | -1.6 | 103.0
O=C(c1cccn2c(=O)c3cc(Br)ccc3nc12)N1CCN(c2ccccn2)CC1 | 100.0 | 102.0 | 101.0 | 98.0 | -3.0 | 98.0 | 100.0 | 0.3 | . | 0.3 | 100.0
Cc1ccc(CNC(=O)CCS(=O)(=O)c2ccc(Cl)cc2)cc1 | 102.0 | 100.0 | 101.0 | 99.0 | -4.0 | 99.0 | 102.0 | 2.9 | -10.9 | -22.6 | 99.0
Cc1cc(C)n(C(=O)CSc2nc3ccccc3o2)n1 | 108.0 | 104.0 | 103.0 | 97.0 | -3.0 | 101.0 | 102.0 | 2.4 | 6.5 | 27.4 | 105.0
COc1cccc(C(=O)N2CCN(C(=O)c3cccc4ccccc34)CC2)c1OC | 102.0 | 101.4 | 100.0 | 97.0 | 1.0 | 99.0 | 96.0 | -2.7 | . | -6.3 | 98.0
Cc1nc2ccc(NC(=O)N3CCN(c4ccccn4)CC3)cc2s1 | 103.0 | 98.3 | 101.0 | 99.0 | 0.0 | 102.0 | 101.0 | -4.0 | . | 0.6 | 102.0
CC1CCCCN1C(=O)Cc1ccc(F)cc1 (stereo not given) | 103.0 | 104.2 | 97.0 | 100.0 | -4.0 | 98.0 | 100.0 | -5.8 | -15.7 | -7.5 | 97.0
CC1=C(C#N)C(c2ccccc2O)C(C#N)=C(C)N1 | 97.0 | 100.3 | 95.0 | 95.0 | 1.0 | 92.0 | 95.0 | -5.3 | -3.4 | -14.5 | 95.0
CC(C)CNC(=O)Nc1ccccc1F | 98.0 | 98.9 | 95.0 | 96.0 | -2.0 | 97.0 | 94.0 | 7.6 | -13.6 | -22.3 | 96.0
CCOC(=O)C(O)(CC(=O)c1ccc(OC)cc1)C(F)(F)F (stereo not given) | 104.0 | 75.5 | 99.0 | 98.0 | 0.0 | 103.0 | 100.0 | 24.2 | . | 17.9 | 99.0

Source: PubChem BioAssay (several laboratories)
